SIRT5 inh: blocks human SIRT5 desuccinylation of peptide; Purified SirT5, succinyl-peptide AMC, trypsin-coupled fluorescence; inhibition, % at 15 µM; hit rate 1.1% among 330,000; Q9NXA8; in the data active means inhibition above about 15%
Cneo AK release: causes C. neoformans cell lysis; hit rate 0.2% among 360,000; lysis activity, % at 15 µM; adenylate kinase release luminescence, 4 h; normalised: neutral wells 0, clomiphene wells 100; AID 651654;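 active means mean lysis activity across replicates of at least 80%, whatever share of replicates individually reach that level; inactive means mean lysis activity below 80%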
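Test system: log-phase Cryptococcus neoformans yeast cells. Input: 5 × 10^6 yeast cells/mL. Medium: fresh YPD growth medium. Doses: single dose. Incubation: static 4 h at 37 °C with compound, 1 h detection. Measured by: luminescent adenylate kinase detection reagent. Read-out: signal increase indicating cell lysis. Benchmarks: Clomiphene.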
Statin myotox sup: protects C2C12 myotubes from simvastatin toxicity. ATP luminescence, 48 h; scaled: DMSO 0, geranylgeraniol control 100. rescue of ATP level, % at 7.49 µM. hit rate 0.78% among 330,000;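 active means mean ATP rescue above about 67%, or every replicate alone reaching that limit, limit read from the data, passing the limit was not always enough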;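 further: myotubes were challenged with 10 µM simvastatin during compound exposure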
ERAP1 inh: ERAP1 (human) enzyme inhibition; Q9NZ08; recombinant ERAP1, Leu-AMC fluorescence, 60 min; inhibition, % at 10.7 µM; hit rate 0.15% among 340,000;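 active means mean replicate inhibition of at least 30%, or all replicates individually reaching that 30% level; inactive means mean below 30% and not every replicate reaching it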;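 further: 0% = neutral control wells and 100% = L-leucinethiol positive control wells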
Target sequence (Q9NZ08 whole entry, looked up): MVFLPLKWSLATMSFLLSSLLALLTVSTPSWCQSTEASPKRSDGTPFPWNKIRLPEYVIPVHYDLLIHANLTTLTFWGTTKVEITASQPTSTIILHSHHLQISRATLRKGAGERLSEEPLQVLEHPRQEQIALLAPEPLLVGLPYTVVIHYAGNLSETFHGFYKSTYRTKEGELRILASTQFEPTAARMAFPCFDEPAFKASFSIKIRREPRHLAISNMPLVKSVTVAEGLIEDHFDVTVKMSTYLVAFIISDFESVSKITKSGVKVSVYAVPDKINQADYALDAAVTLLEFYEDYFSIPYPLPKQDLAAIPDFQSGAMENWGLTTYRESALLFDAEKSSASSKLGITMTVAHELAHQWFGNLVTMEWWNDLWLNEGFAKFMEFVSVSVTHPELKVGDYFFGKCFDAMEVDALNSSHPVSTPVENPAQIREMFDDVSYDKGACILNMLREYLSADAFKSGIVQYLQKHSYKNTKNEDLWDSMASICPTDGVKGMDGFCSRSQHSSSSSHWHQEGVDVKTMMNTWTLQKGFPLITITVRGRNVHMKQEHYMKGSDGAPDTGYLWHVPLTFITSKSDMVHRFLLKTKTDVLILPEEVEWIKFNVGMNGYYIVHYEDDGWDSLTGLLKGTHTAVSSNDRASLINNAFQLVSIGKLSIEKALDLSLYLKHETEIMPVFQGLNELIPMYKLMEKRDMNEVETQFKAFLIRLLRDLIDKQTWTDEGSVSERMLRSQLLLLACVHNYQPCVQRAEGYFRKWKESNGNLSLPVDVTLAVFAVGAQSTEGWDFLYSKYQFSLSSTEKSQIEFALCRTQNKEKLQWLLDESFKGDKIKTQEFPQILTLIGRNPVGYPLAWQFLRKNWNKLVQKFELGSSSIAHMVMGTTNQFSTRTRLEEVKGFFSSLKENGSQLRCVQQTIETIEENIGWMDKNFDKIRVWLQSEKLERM
S100A4 inh HTS: inhibitors of human S100A4 binding to myosin IIA peptide. P26447. S100A4/TAMRA-MyoIIA peptide fluorescence polarization. hit rate 0.14% among 360,000. inhibition, % at 10.7 µM. AID 652163;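 active means mean inhibition of at least 70% across replicates, with every replicate also reaching that level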
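Material: S100A4 monomer protein / Buffer or medium: 50 mM HEPES pH 7.2, 10 mM CaCl2, 100 mM KCl / Times: 5 min incubation before reading / Benchmarks: neutral control DMSO, positive control TFP / Reagent: labelled myosin peptide probe, 5 nM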
LGR2 antag: blocks bursicon-induced cAMP signaling via Drosophila LGR2 | inhibition, % at 9.99 µM | hit rate 0.35% among 380,000 | AID 720647 | HEK293 LGR2, CRE-luciferase, bursicon-stimulated, 4 h;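 active means drop in luminescence signal, shown as inhibition above about 50% in the replicate tests, limit read from the data, passing the limit was not always enough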;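 further: agonist challenge used bursicon conditioned medium at about half maximal strength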
PGC1a acetyl inh: lowers PGC1a acetylation signal in U2OS cells | AlphaScreen anti-acetyl-lysine; with virally co-expressed GCN5 acetyltransferase | inhibition, % at 15.6 µM | hit rate 0.17% among 350,000 | AID 651687;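 active means every replicate shows inhibition of at least 40%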;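 further: 0% = neutral control wells and 100% = positive control wells; some results beyond the cut were filed as inactive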
Xi reactivation: activators of X-chromosome reactivation in mouse fibroblasts | hit rate 0.055% among 360,000 | activation, % at 7.58 µM | AID 743238 | XiGFP mouse fibroblasts, % GFP-positive cells imaging, 3 d; cells co-treated with 5-aza-dC sensitizer; scaled so ellipticine positive control = 100%;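 active means mean normalized replicate activation at least 10% and every replicate at or above 10%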;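 further: 0% = median of on-plate neutral control wells and 100% = ellipticine 6 µM median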
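System: XiGFP fibroblasts, SV40-immortalized. Medium: DMEM plus 5-aza-dC sensitizer. Doses: single point. Timing: 3 d treatment, 15 min room-temperature fixation. Control set: ellipticine 6 µM.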
* marks the source's active call; other numbers are inactive results; x = not tested or not shown; & = joins results of further samples; ! = not active in a repeat. This is a subset, so the mix of outcomes need not match the whole.

1. C[C@@H]1CN([C@H](C)CO)C(=O)c2cc(C#CC3CCCC3)cnc2O[C@H]1CN(C)Cc1ccncc1
2. O=C(CN1CCCC1)Nc1ccc(Cl)cc1C(F)(F)F
3. CC(=O)c1ccc(-n2nncc2-c2ccc([N+](=O)[O-])cc2)cc1
4. O=C(Nc1ncc2c(n1)-c1ccccc1OC2)c1ccc(F)cc1
5. CCOC(=O)c1sc2nccc(OC)c2c1N=CN(C)C
6. COc1ccc(C(=O)Nc2ccc3ccccc3c2)cc1
7. CCCC#Cc1cnc2c(c1)C(=O)N([C@H](C)CO)C[C@H](C)[C@@H](CN(C)C(=O)Cc1ccncc1)O2
8. C[C@@H]1CN([C@@H](C)CO)C(=O)Cc2cc(NC(=O)CCC(F)(F)F)ccc2O[C@@H]1CN(C)C(=O)Nc1ccccc1
9. Cc1noc(C)c1NC(=O)N(C)C[C@H]1Oc2ccc(NC(=O)NC(C)C)cc2C(=O)N([C@H](C)CO)C[C@@H]1C
10. CCOC(=O)c1c(NC(=O)CN2C(=O)NC3(CCC(C)CC3)C2=O)sc(C)c1CC (configuration not stated)
screen / no.,1,2,3,4,5,6,7,8,9,10
SIRT5 inh,2,-5,0,-10,-4,-2,-2,8,1,0
Cneo AK release,20,x,x,-2,x,-17,-2,4,-1,1
Statin myotox sup,-41,x,x,10,x,-27,16,0,-2,-35
ERAP1 inh,1,1,4,-1,2,-1,1,0,-3,-2
S100A4 inh HTS,20,3,-2,-16,-19,-2,-4,8,-10&4,5
LGR2 antag,-5,1,1,-6,6,74*,0,-3,-7&-10,13
PGC1a acetyl inh,2,-1,x,-7,3,5,16,0,4&0,3
Xi reactivation,-0.3,0.0,0.3,0.0,0.0,0.0,0.2,-0.3,0.1&-0.1,0.0

11. CCN(C[C@H]1N[C@@](Cc2ccccc2)(C(=O)OC)[C@H]2C(=O)N(C)C(=O)[C@@H]12)S(=O)(=O)c1ccc(OC)cc1
12. COCC(=O)Nc1ccc2c(c1)OC[C@@H](C)N(Cc1cccc(F)c1)C[C@H](C)[C@H](OC)CN(C)C2=O
13. N#Cc1cccc(-c2ccc(C3[C@@H]4CN(S(=O)(=O)c5ccccc5)C[C@H]3N4)cc2)c1 (some centres not stated)
14. CC(NC(=O)c1cnc2ccccc2n1)c1ccccc1 (configuration not stated)
15. CCOC(=O)C1Nc2ccccc2C2c3ccccc3CC12 (configuration not stated)
16. O=C1CSC(=Nc2ccc(F)cc2)N1
17. CCCc1cc(=O)oc2cc(OCC(=O)N3CCN(C(=O)C4COc5ccccc5O4)CC3)ccc12 (configuration not stated)
18. CN(C)C(=O)c1ccc(-c2ccc(C3[C@@H]4CN(C(=O)Cc5ccccc5)C[C@H]3N4)cc2)cc1 (some centres not stated)
19. O=c1c2ccccc2nc2n1C(CBr)CN2 (configuration not stated)
20. O=C(CC[C@H]1O[C@@H](n2cnc3c(NC(=O)c4ccccc4)ncnc32)[C@H](O)[C@@H]1O)NCC1CCN(Cc2ccccc2)CC1
screen / no.,11,12,13,14,15,16,17,18,19,20
SIRT5 inh,-2,3,3&0,-1,x,-4,-1,17*!,-2,-5
Cneo AK release,-1,17,x,-4,0,5,-2,x,0,2
Statin myotox sup,-4,15,x,5,22,-1,-1,x,5,-13
ERAP1 inh,10,-1,0&4,1,x,0,-2,-1&2,2,-7
S100A4 inh HTS,-2,6,12&-3,-2,x,-2,-3,-18&-29,-4,0
LGR2 antag,-6,2,26&8,-5,-8,-24,-1,5&-6,3,-25
PGC1a acetyl inh,6,7,1&1,x,-20,-1,-14,11&5,3,2
Xi reactivation,0.1,0.1,0.0&0.1,0.1,0.7,0.0,-0.1,-0.1&-0.1,0.1,0.0

21. COc1ccc(C=O)c(OCc2cn(CC(=O)c3ccc(O)cc3)nn2)c1
22. COc1ccc(CN(C)C[C@@H]2Oc3ccc(NC(=O)Nc4ccc(OC)cc4)cc3C(=O)N([C@@H](C)CO)C[C@@H]2C)cc1
23. Cc1cc(=O)[nH]n(CCO)c1=O
24. CCCOc1ccc(/C(O)=C2/C(=O)C(=O)N(c3ccccn3)C2c2ccc(OC)cc2)cc1C (configuration not stated)
25. CC(NC(=O)C1CCN(S(=O)(=O)c2cccs2)CC1)c1cccc(Cl)c1 (configuration not stated)
26. COc1cc2[nH]c(=O)n(Cc3ccc(C(=O)NC4CCN(Cc5ccccc5)CC4)cc3)c(=O)c2cc1OC
27. O=C(NCc1ccccc1)C(c1ccncc1)N(C(=O)c1ccccn1)c1ccccc1 (configuration not stated)
28. COc1cc(F)ccc1-c1cc(C(=O)Nc2ccc(C)c(NS(C)(=O)=O)c2)[nH]n1
29. O=C(OCc1cc2ccccc2[nH]c1=O)c1ccc([N+](=O)[O-])cc1
30. O=C(CCn1cnnn1)N1CCCC(Nc2ccc(F)cc2)C1 (configuration not stated)
screen / no.,21,22,23,24,25,26,27,28,29,30
SIRT5 inh,3,-3,-2,1,2,-1,-5,0,-2,-1
Cneo AK release,-1,-20,x,0,0,0,0,-1,x,1
Statin myotox sup,-10,-4,x,1,8,-1,20,-7,x,4
ERAP1 inh,-1,-3,x,0,-3,-1,-2,-1,-5,2
S100A4 inh HTS,4,-1,-3,15,-3,-8,-7,4,-1,1
LGR2 antag,-6,12,-6,-5,-5,-7,-14,16,16,-6
PGC1a acetyl inh,9,x,x,5,6,8,x,1,7,4
Xi reactivation,-0.1,0.0,0.1,0.8,0.2,0.0,0.0,0.0,-0.1,0.1

Reformatted: results already given.
23: Cc1cc(=O)[nH]n(CCO)c1=O
  SIRT5 inh: -2	Cneo AK release: x	Statin myotox sup: x	ERAP1 inh: x	S100A4 inh HTS: -3	LGR2 antag: -6	PGC1a acetyl inh: x	Xi reactivation: 0.1
24: CCCOc1ccc(/C(O)=C2/C(=O)C(=O)N(c3ccccn3)C2c2ccc(OC)cc2)cc1C (configuration not stated)
  SIRT5 inh: 1	Cneo AK release: 0	Statin myotox sup: 1	ERAP1 inh: 0	S100A4 inh HTS: 15	LGR2 antag: -5	PGC1a acetyl inh: 5	Xi reactivation: 0.8
25: CC(NC(=O)C1CCN(S(=O)(=O)c2cccs2)CC1)c1cccc(Cl)c1 (configuration not stated)
  SIRT5 inh: 2	Cneo AK release: 0	Statin myotox sup: 8	ERAP1 inh: -3	S100A4 inh HTS: -3	LGR2 antag: -5	PGC1a acetyl inh: 6	Xi reactivation: 0.2
26: COc1cc2[nH]c(=O)n(Cc3ccc(C(=O)NC4CCN(Cc5ccccc5)CC4)cc3)c(=O)c2cc1OC
  SIRT5 inh: -1	Cneo AK release: 0	Statin myotox sup: -1	ERAP1 inh: -1	S100A4 inh HTS: -8	LGR2 antag: -7	PGC1a acetyl inh: 8	Xi reactivation: 0.0

The list goes on:
31. CC1=C(C(=O)N2CCOCC2)CC(CC(=O)NC2CCCCC2)C(=O)N1Cc1ccccc1 (configuration not stated)
32. Cc1ccc(-c2ccc([C@@H]3[C@@H](CO)N4CCCCN(C)C[C@H]34)cc2)cc1
33. Cc1ccc(N(C)S(=O)(=O)c2cccc(C(=O)OCC(=O)c3c(N)n(C)c(=O)n(C)c3=O)c2)cc1
34. Cn1nc(C(=O)N2CCCc3ccccc32)c2ccccc2c1=O
35. CC(C)C[C@@H](C)C(=O)N(Cc1ccccc1)c1ccccc1
36. COc1ccc(C)c2sc(N(CCCN(C)C)C(=O)CS(=O)(=O)c3ccc(F)cc3)nc12
37. CC(=O)N1CC2(C1)[C@@H](c1ccc(-c3cccc(C#N)c3)cc1)[C@@H](CO)N2CCC(F)(F)F
38. O=C(CCCN=C1NS(=O)(=O)c2ccccc21)OCC(=O)c1ccccc1
39. CCOCCOC(=O)C1=C(C)N(C)C(=O)NC1c1ccccc1F (configuration not stated)
40. Cc1ccccc1C(=O)/C(C#N)=N/Nc1c(C)n(C)n(-c2ccccc2)c1=O
screen / no.,31,32,33,34,35,36,37,38,39,40
SIRT5 inh,1,-2,1,-1,0,-2,1,-3,1,x
Cneo AK release,2,47,0,x,0,5,x,2,x,-4
Statin myotox sup,0,x,-13,x,-6,11,x,-1,5,x
ERAP1 inh,0,0,0,-1,0,-6,-2,2,2,x
S100A4 inh HTS,2,2,-11,-1,-4,-11,16,-9,2,x
LGR2 antag,-4,-8,23,4,18,19,-7,0,-8,19
PGC1a acetyl inh,-2,-12,-10,x,x,x,1,x,2,13
Xi reactivation,-0.1,0.9,0.9,0.0,0.0,-0.1,0.1,0.3,x,-0.2

41. CC(C)NC(=O)N[C@H]1CC[C@H](CC(=O)NCc2ccc(Oc3ccccc3)cc2)O[C@H]1CO
42. CN(C)CCCNC(=O)C[C@H]1CC[C@@H](NC(=O)Cc2cccnc2)[C@H](CO)O1
43. O=C(Nc1c[nH]c(=O)[nH]c1=O)c1cccc(F)c1
44. O=C1[C@H]2[C@@H](c3ccc(F)cc3)N3C(=O)N(c4cccc(Br)c4)C(=O)[C@@]3(Cc3ccc(Cl)cc3)[C@H]2C(=O)N1C1CCCCC1
45. COc1ccc(S(=O)(=O)Nc2cccc3c2O[C@H](CN(C)S(C)(=O)=O)[C@H](C)CN([C@@H](C)CO)C3=O)cc1
46. COc1ccccc1OCC#CCNC1CCCCC1C (configuration not stated)
47. CCN(CC(=O)NCc1ccc(Cl)cc1)C(=O)c1cc(S(=O)(=O)N2CCOCC2)ccc1C
48. O=C(C1CCOCC1)N1CC(=O)N2[C@H](C1)[C@H](c1ccc(C#CC3CC3)cc1)[C@@H]2CO
49. NC(=O)COC(=O)c1ccccc1Nc1ccc(SC(F)F)cc1
screen / no.,41,42,43,44,45,46,47,48,49
SIRT5 inh,0,1,-5,-5,-1,0,1,11,x
Cneo AK release,11,-3,0,3,-2,x,-1,x,-3
Statin myotox sup,11,6,16,8,x,x,9,x,x
ERAP1 inh,1,3,-3,-3,1,0,0,0,x
S100A4 inh HTS,-3,-1,-7,1,0,28,-8,1,x
LGR2 antag,-5,-12,3,8,9,-13,-2,8,-26
PGC1a acetyl inh,-3,11,-6,-6,-10,x,4,4,-1
Xi reactivation,0.0,0.5,0.1,-0.2,0.0,0.7,-0.5,0.0,0.0

Source: PubChem (Broad Institute)
